GalR3 antagonist: antagonists of human GalR3; HEK293 GalR3-CNG cAMP membrane potential fluorescence; galR3 body fused to GalR1 C-terminus; inhibition, % at 3 µM; actives 0.44% (n = 360,000);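 active means inhibition above the screen-wide average plus 3 SD, cut at about 13% in these data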;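 further: forskolin and galanin both at EC90 stimulate the cells; cAMP rise reported by CNG channel membrane potential dye signal; 0% = forskolin plus galanin with DMSO and 100% = forskolin alone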
Target sequence (O60755 1-299 limits assumed): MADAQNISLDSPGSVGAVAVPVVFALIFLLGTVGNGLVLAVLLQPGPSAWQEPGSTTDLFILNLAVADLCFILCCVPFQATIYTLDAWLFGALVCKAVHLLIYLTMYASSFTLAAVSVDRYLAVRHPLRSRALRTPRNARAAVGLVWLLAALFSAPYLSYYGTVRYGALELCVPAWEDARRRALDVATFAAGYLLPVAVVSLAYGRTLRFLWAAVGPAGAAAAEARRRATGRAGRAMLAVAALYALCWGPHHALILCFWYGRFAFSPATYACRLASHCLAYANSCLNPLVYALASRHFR
HCV NS3 hel inh: inhibitors of Hepatitis C virus NS3 helicase; inhibition, % at 10.9 µM; NS3 helicase DNA unwinding, Cy5 molecular beacon fluorescence; actives 0.56% (n = 290,000); AID 1800;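 active means inhibition above the mean of all tested compounds plus 3 SD, set per campaign, cut at about 35% in these data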;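 further: 0% = DMSO wells and 100% = thioflavine S control wells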
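Measured by: Cy5 fluorescence, 0 and 60 min reads / Assay system: NS3 helicase fragment of HCV / Control set: low DMSO, high thioflavine S at 110 µM / Times: 1 h reaction at 25 °C, ATP-initiated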
VIM-2 inhibitor: blocks Pseudomonas aeruginosa VIM-2 metallo-beta-lactamase | purified VIM-2, nitrocefin hydrolysis, epi-absorbance fluorescence | inhibition, % at 5.6 µM | actives 0.89% (n = 290,000);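 active means inhibition above the mean of all tested compounds plus 3 SD, cutoff set per screening run, cut at about 7.5% in these data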;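 further: red hydrolysis product quenches plate fluorescence so inhibitors raise well fluorescence; 0% = enzyme with DMSO and 100% = DMSO without enzyme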
V1aR counter: activates human V1a receptor in oxytocin agonist counter-screen | P37288 | CHO-V1R cells, Fluo-8 calcium fluorescence, agonist mode; 0% DMSO, 100% 3 nM vasopressin | activation, % at 3 µM | actives 0.25% (n = 320,000);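 active means activation above the mean activation of all tested compounds plus 3 SD, per screening run, cut at about 20% in these data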;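 further: signal is peak over basal fluorescence ratio across a 100 second FLIPR read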
Target sequence (P37288 whole entry, looked up): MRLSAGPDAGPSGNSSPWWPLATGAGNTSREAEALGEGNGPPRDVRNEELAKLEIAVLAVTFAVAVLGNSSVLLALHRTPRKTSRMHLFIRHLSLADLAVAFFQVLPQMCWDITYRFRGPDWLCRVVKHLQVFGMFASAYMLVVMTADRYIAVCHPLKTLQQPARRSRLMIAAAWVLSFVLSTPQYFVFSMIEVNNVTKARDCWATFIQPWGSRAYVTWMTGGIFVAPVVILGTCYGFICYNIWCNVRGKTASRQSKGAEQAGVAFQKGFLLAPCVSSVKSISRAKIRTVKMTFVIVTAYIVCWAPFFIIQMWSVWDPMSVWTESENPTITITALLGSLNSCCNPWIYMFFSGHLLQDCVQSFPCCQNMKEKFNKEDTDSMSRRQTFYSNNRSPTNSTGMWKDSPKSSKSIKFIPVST
IMP-1 inhibitor: blocks Pseudomonas aeruginosa IMP-1 metallo-beta-lactamase; inhibition, % at 5.6 µM; actives 0.45% (n = 290,000); purified IMP-1, nitrocefin hydrolysis, epi-absorbance fluorescence;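 active means inhibition above the mean plus 3 SD of all compounds in the same screening run, cut at about 4.5% in these data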;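 further: 0% = IMP-1 with DMSO and 100% = DMSO wells lacking enzyme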
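Material – recombinant IMP-1 enzyme, purified · Amount – IMP-1 0.2 nM before substrate addition · Medium – HEPES buffer pH 7.1 with ZnSO4 and Brij 35 · Timing – 25 °C, 15 min preincubation, 25 min reaction · Measured by – plate fluorescence quenching by hydrolysis product, ex 480/em 530 nm · Read-out – percent enzyme inhibition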
GPR7 antagonist: human neuropeptides B/W receptor 1 antagonism; P48145; GPR7-expressing cells, fluorescence antagonist assay; inhibition, % at 4.4 µM; actives 1.1% (n = 290,000); AID 1861; in the data active means inhibition above about 16%, passing the limit was not always enough;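 further: cells stimulated with the agonist NPW; 0% = agonist with vehicle and 100% = vehicle without agonist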
OXTR ag: activates the human oxytocin receptor. P30559. CHO-OTR cells, Fluo-8 calcium fluorescence; normalized: DMSO 0%, oxytocin 100%. activation, % at 3 µM. actives 0.32% (n = 320,000);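 active means activation above the mean of all tested compounds plus 3 SD, cutoff set per screening run, cut at about 20% in these data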;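 further: peak over basal fluorescence ratio from a 100 s FLIPR kinetic read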
FID counter: fluorescent intercalator displacement, NS3 helicase counter-screen; inhibition, % at 7.9 µM; AID 1845; DNA fluorescent intercalator displacement, fluorescence; actives 0.17% (n = 290,000); in the data active means inhibition above about 37%;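 further: 0% = vehicle and 100% = reference compound; higher means more ethidium bromide displaced from hairpin DNA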
PHOSPHO1 block: PHOSPHO1 (human) inhibition. Q8TCT1. recombinant PHOSPHO1, absorbance phosphatase assay. inhibition, % at 13.3 µM. actives 1.1% (n = 290,000); in the data active means inhibition above about 60%
Target sequence (Q8TCT1 whole entry, looked up): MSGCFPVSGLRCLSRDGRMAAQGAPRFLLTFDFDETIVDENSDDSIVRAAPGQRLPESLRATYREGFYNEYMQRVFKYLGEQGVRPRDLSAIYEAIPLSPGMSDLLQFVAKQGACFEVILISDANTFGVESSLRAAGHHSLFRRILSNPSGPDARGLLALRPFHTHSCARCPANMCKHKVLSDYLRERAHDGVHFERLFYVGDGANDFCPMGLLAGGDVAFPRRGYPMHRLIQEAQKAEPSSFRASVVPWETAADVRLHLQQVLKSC
The depositor's hits bear a star; x = not tested or not shown.

smiles,GalR3 antagonist,HCV NS3 hel inh,VIM-2 inhibitor,V1aR counter,IMP-1 inhibitor,GPR7 antagonist,OXTR ag,FID counter,PHOSPHO1 block
CCN1CCN(C(=S)NCc2ccc(C)cc2)CC1,-3.3,2.0,-0.2,0.1,-4.8,6.5,0.2,1.3,-6.4
O=C(O)CCc1nn2c3ccccc3n(CCO)c2nc1=O,-4.3,6.1,-1.7,0.5,-1.9,12.6,0.3,3.1,42.8
O=C(COc1ccc([N+](=O)[O-])cc1)Nc1ccc(S(=O)(=O)N2CCOCC2)cc1,11.0,-6.8,-2.3,11.8,-2.7,19.9,16.2,0.6,35.1
CC1=C(C)CC(C(=O)NCCCN2CCCC2=O)C(C(=O)O)C1 (stereo not given),6.2,6.0,-3.5,0.8,-3.5,-5.5,0.2,-5.7,24.0
Cn1c(CN2CCCC2)nc2cc(NS(=O)(=O)c3ccccc3)ccc21,-7.2,-0.4,-1.4,0.5,-5.1,-2.9,1.3,-1.0,16.5
COc1ccc(CCNC(=O)CSc2ccc(Br)cc2)cc1OC,-5.6,-4.1,-3.9,2.4,-3.9,-13.8,0.1,-19.6,48.5
CN(C)CCCC(=O)c1ccc2c(c1)OCO2,-3.1,4.1,-2.2,0.9,-0.2,3.5,0.3,2.8,13.9
C=C(C)CSc1nc2ncccc2[nH]1,-2.0,1.1,-1.0,-0.5,-3.4,-8.7,-0.2,0.7,0.9
O=C(NCCc1ccco1)C(=O)NCC1OCCCN1S(=O)(=O)c1ccccc1 (stereo not given),-2.2,6.4,-3.3,1.7,-1.8,-10.8,-0.7,-18.6,41.4
Cc1cccc2c1Sc1ccccc1CC2=O,-0.8,1.1,-1.1,-0.5,-1.1,-3.6,-1.9,-5.5,34.3
C=CCn1c(SCC(=O)Nc2ncc(Cc3cc(C(F)(F)F)ccc3Cl)s2)nnc1-c1ccncc1,-1.0,-0.4,-0.8,-0.8,-2.7,4.1,0.7,3.5,15.5
Cc1cc(C)nc(Nc2n[nH]c(COc3ccccc3)n2)n1,-5.6,-0.6,-3.0,2.7,-2.5,-4.5,2.4,-0.9,3.6
O=C(Nc1cnc2ccccc2c1)c1cccnc1,2.3,-1.0,-1.5,-0.2,-4.9,6.2,-0.4,1.7,-3.3
CCOc1ccccc1NC(=O)C(CC)Sc1nc2ccncc2[nH]1 (stereo not given),0.4,14.5,-0.3,-1.2,1.0,-2.6,-1.5,-0.8,18.1
COc1ccc(C2Nc3ccccc3C(=O)N2c2ccccc2)cc1CN1CCOCC1 (stereo not given),-5.1,4.5,-6.0,0.0,-2.3,1.2,-0.5,2.1,-15.8

Profiles, looked up by structure. Values in the order: GalR3 antagonist | HCV NS3 hel inh | VIM-2 inhibitor | V1aR counter | IMP-1 inhibitor | GPR7 antagonist | OXTR ag | FID counter | PHOSPHO1 block
Listed for C=C(C)CSc1nc2ncccc2[nH]1 → -2.0 | 1.1 | -1.0 | -0.5 | -3.4 | -8.7 | -0.2 | 0.7 | 0.9
Listed for COc1ccc(CCNC(=O)CSc2ccc(Br)cc2)cc1OC → -5.6 | -4.1 | -3.9 | 2.4 | -3.9 | -13.8 | 0.1 | -19.6 | 48.5

Additional entries follow:
smiles,GalR3 antagonist,HCV NS3 hel inh,VIM-2 inhibitor,V1aR counter,IMP-1 inhibitor,GPR7 antagonist,OXTR ag,FID counter,PHOSPHO1 block
COCCn1c(SCc2ccccc2)nc2c1c(=O)[nH]c(=O)n2C,-5.6,-2.6,-2.8,0.0,-2.4,5.4,-0.3,-10.3,15.6
COc1ccc(C(=O)NC2CC2)cc1OC1CCN(Cc2cc(C)c(C)cc2C)CC1,-1.8,-1.6,-3.7,0.0,-1.9,7.2,-0.3,12.6,23.3
O=C(Nc1ccc(N2CCCC2)c(Cl)c1)c1ccc(Br)o1,-2.0,-54.3,-0.7,-0.9,-2.1,6.1,-1.8,-1.3,13.5
OCc1c[nH]c(=S)n1CCOc1cccc(C(F)(F)F)c1,-12.4,-1.6,0.9,6.3,-2.8,-7.5,7.3,-8.9,-99.8
CCOC(=O)c1ccc(NC(=O)CN2C(=O)C(=O)N(CC(C)C)C2=O)cc1,-2.7,1.1,-7.5,0.5,-4.9,-7.4,1.7,-1.3,-4.9
COc1ccccc1Cn1c(=S)[nH]c2cc(C(=O)N3CCCC3)ccc2c1=O,3.1,-0.3,-3.5,0.8,-4.0,-8.8,-0.6,-49.0,27.9
O=C(CSc1ccccc1)N1CCN(S(=O)(=O)c2ccccc2F)CC1,-8.8,24.6,0.6,3.7,1.1,5.2,-0.1,-25.6,47.4
CC1CCCC(NC(=O)Cc2ccc(Br)cc2)C1C (stereo not given),-3.7,-1.2,-2.0,-0.7,-1.1,6.5,-2.5,-5.5,10.4
CSC1=C(C#N)C(c2ccc(C(C)C)cc2)CC(=O)N1 (stereo not given),-0.6,0.6,-2.6,-0.1,-1.1,2.8,0.0,0.0,-11.3
COc1cccc(/C=N/NC(=O)Cn2nc(C)c([N+](=O)[O-])c2C)c1O,-4.7,2.0,-2.1,-0.7,-2.6,1.6,0.6,5.4,-21.4
OCC[C@@H]1C[C@@H](O)[C@H](O)[C@]2(CCCCO2)O1,-1.9,4.5,1.0,1.0,-0.9,11.3,0.2,-1.9,3.5
O=c1c2cnn(-c3ccccc3)c2ncn1/N=C/c1ccncc1,x,-4.0,-0.3,x,-2.8,-3.5,x,-1.1,x
CCc1ccc(/C=C/C(=O)c2cc(Br)ccc(=O)c2O)cc1,1.2,16.0,-0.6,2.9,3.2,-9.8,-1.2,-21.5,7.8
COc1ccc(CCn2c(C)nc3ccccc3c2=O)cc1OC,-2.0,3.7,-1.1,1.4,-3.5,-3.2,1.1,-17.4,28.7
c1ccc(Cn2cc(CSc3ccccc3)nn2)cc1,-3.3,x,x,-1.4,x,x,-2.4,x,15.8
Cc1ncc(CN2CCC(CO)(CCOc3ccccc3)CC2)s1,-7.4,-4.4,-2.3,-0.4,-1.8,-1.2,20.5*,0.6,27.7
Cc1[nH]n(-c2ccccc2)c(=O)c1C(C[N+](=O)[O-])c1ccccc1Cl (stereo not given),3.3,-0.8,-4.1,2.0,-0.7,-15.3,1.6,-5.0,-1.4
O=S(=O)(Nc1cccc2ncccc12)c1cccs1,x,3.6,-1.5,1.6,-4.8,5.2,-0.4,0.5,3.5
Cc1ccc(O)c(CNc2ccc(S(=O)(=O)Nc3nccs3)cc2)c1,-1.1,11.4,-1.3,-0.3,-2.6,-14.0,0.4,-6.8,23.6
c1ccc(N2CCN(Cc3ccnc4ccccc34)CC2)cc1,-11.1,-21.2,-2.7,4.3,-2.6,-1.0,4.3,2.7,2.9
O=C(NCC1CCCN(Cc2ccc3nonc3c2)C1)c1ccc(F)cc1 (stereo not given),-3.3,-12.7,-0.9,-0.9,0.2,-1.9,-0.3,6.8,4.9
CC1CCCN(C(=O)Cn2nnc(-c3ccccc3F)n2)C1 (stereo not given),-0.5,-5.1,-2.1,1.3,-3.2,-14.4,-0.4,-8.5,39.1
O=C(CC(=O)Nc1ccc(Cl)c(Cl)c1)N/N=C/c1ccc(O)cc1,1.1,20.0,-0.2,0.9,0.5,24.6*,2.7,11.6,4.7
CCc1ccc(NC2=CC(=O)CC(C)(C)C2)cc1,-12.1,1.6,0.4,0.5,-3.5,-5.9,-1.0,-10.7,42.0
Cc1ccc(SCCC(=O)Nc2ccccc2C(=O)N2CCOCC2)cc1,-10.4,-4.4,-0.2,-0.3,-3.1,-10.2,-0.9,-10.5,16.5
O=C(NCCN1CCOCC1)c1ccc2ccccc2n1,x,-5.8,-1.6,-0.6,-3.4,-2.9,0.3,0.5,-6.3
CNC(=O)C1CC(=O)N(Cc2ccc3c(c2)OCO3)C(=Nc2ccc(OC)cc2)S1 (stereo not given),-2.0,0.1,-1.4,3.6,-1.5,-4.2,2.9,-16.5,20.8
O=C(NCc1cccs1)c1cccc(N2CCCC2=O)c1,-1.7,-2.1,-4.0,1.0,-2.1,-11.0,4.0,-5.1,11.3
O=C(c1ccc2ncsc2c1)N1CCCCC1,0.0,18.8,-1.2,0.1,-3.2,-2.8,-0.3,-9.5,18.5
COc1ccc(NC(=O)CC2C(=O)NCCN2C(=O)c2ccc(Cl)cc2)cc1 (stereo not given),0.5,11.7,-0.7,-0.1,-1.8,-13.4,-0.1,-15.8,1.0
Clc1ccc(C2=CSC3=Nc4cccc5cccc(c45)N23)cc1,-4.3,24.1,1.9,-1.2,5.6*,5.5,-1.0,1.6,-3.3
CN(C)c1ccc(CNC23CN4CN(CN(C4)C2)C3)cc1,-6.1,6.0,-8.9,-0.4,-3.8,-18.6,0.3,1.2,9.7
N=C(N)SCc1nc2ccccc2c(=O)n1-c1ccccc1Cl,-4.3,-17.0,-3.8,-0.9,-1.3,-8.4,-2.4,-1.2,1.5
O=C(NCCCO)C(=O)NCc1ccccn1,6.0,-4.2,-2.8,0.6,-2.1,-5.4,1.2,-1.2,5.4
O=C(NCCc1ccc(C(F)(F)F)cc1)C1COc2ccccc2O1 (stereo not given),-8.5,10.2,-0.4,1.2,-0.1,8.1,-0.1,-9.0,12.1
Cc1cc2nc3n(c2cc1C)CC1CC(C(=O)NCc2cccc(C(F)(F)F)c2)N(C)C31 (stereo not given),-4.5,x,x,-0.1,x,x,-0.2,x,48.5
COc1ccc(-c2nnnn2C(C)C)cc1S(=O)(=O)Nc1ccccc1,-3.8,-9.3,-1.8,0.4,-1.7,-6.8,0.1,-4.8,1.8
COc1ccc(OC)c(N(CC(=O)NCCSc2ccccc2)S(C)(=O)=O)c1,-5.8,-5.5,0.8,-0.1,-2.0,1.4,0.5,-24.3,-3.5
Cc1cc(=O)c2n(Cc3ccc(Cl)cc3)nc[n+]2[nH]1,-1.3,-2.7,-4.3,-0.1,-2.6,-5.9,-0.1,-2.2,6.4
Cc1cc(Cl)ccc1NC(=S)N1CCC(C(N)=O)(N2CCCCC2)CC1,-1.6,5.5,-4.6,2.4,-3.7,2.5,-0.7,-2.2,-19.4

Bioassay records deposited in PubChem BioAssay by several laboratories.
